Screening data (PubChem BioAssay)
HP1b chromo inh: blocks HP1-beta chromodomain binding to methylated histone tails. P83916. AlphaScreen HP1-beta / biotin-H3K9me3 peptide binding. Potency, µM (titrated, usually from 114 µM), for inactives: top-dose activity change, negative = inhibition, actives largely listed as inhibitors. 390,000 compounds, 0.56% hits. AID 540317; note: potency is the fitted concentration of half-maximal effect; nearly all actives have a fitted effect of over 70% in size; inactives centre near 23
Target sequence (P83916 whole entry, looked up): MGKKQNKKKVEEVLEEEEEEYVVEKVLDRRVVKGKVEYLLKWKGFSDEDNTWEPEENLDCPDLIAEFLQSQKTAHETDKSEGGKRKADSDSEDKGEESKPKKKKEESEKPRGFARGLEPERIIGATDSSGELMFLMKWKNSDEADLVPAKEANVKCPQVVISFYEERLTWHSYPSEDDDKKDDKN
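AlphaScreen: HP1-beta (50 nM) preformed 30 min with biotin-H3(1-18)K9me3 peptide (50 nM) in PBS pH 7.4, 0.01% Tween-20. Compound added for 30 min at RT, then streptavidin donor/nickel chelate acceptor beads (10 ug/mL) for 30 min.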
GLS inhibitor: inhibitors of human glutaminase (GLS). O94925. GLS enzymatic activity, qHTS titration. Potency, µM (top dose mostly 45.5 µM), for inactives: at the top dose activity change, negative = inhibition, hits mostly inhibitors. 410,000 compounds, 0.21% hits. AID 624170; note: potency is the fitted concentration of half-maximal effect; % is set by controls: 0 for no effect and ±100 for the full control effect
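Coupled fluorescence readout: glutamate oxidase/HRP/Amplex Red detect glutamate formed by hKGA from L-glutamine (1 mM solution added). Buffer 45 mM KH2PO4 pH 8.2, 0.02% Tween-20; reads at t0 and 30 min RT.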
Pin1 inhibitor: inhibitors of human Pin1. Q13526. Potency, µM (top dose mostly 115 µM), without a hit: at the highest dose activity, negative = inhibition, most hits filed as inhibitors. AID 504891. Pin1 FP peptide displacement, HiFluor488, 10 min. 390,000 compounds, 0.009% hits; active = well fitted inhibition curve with a large enough effect in the polarisation, with a control signal flat, not every such curve was filed as active; inconclusive = small, poorly fitted or top-dose-only effect, or effect the other way, or a change in a side signal; inactive = no such curve, though single readings can be large or run the other way; the % refers to the polarisation; note: potency is the fitted concentration of half-maximal effect; % is set by controls: 0 for no effect and ±100 for the full control effect
Target sequence (Q13526 whole entry, looked up): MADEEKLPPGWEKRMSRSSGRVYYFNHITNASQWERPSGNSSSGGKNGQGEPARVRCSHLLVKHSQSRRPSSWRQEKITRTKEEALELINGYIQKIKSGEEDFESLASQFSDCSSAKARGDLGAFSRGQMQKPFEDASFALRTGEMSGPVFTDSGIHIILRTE
BAZ2B inh: inhibitors of human BAZ2B bromodomain. AlphaScreen BAZ2B-H3K14Ac peptide displacement. Potency, µM (highest dose often 114 µM), for the others: at the top dose activity change, negative = inhibition, hits mostly inhibitors. 360,000 compounds, 4.4% hits. AID 504333; note: potency is the fitted concentration of half-maximal effect; % is set by controls: 0 for no effect and ±100 for the full control effect; nearly all actives have a fitted effect of over 60% in size
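AlphaScreen displacement: compounds (up to 110uM) incubated 30 min at room temperature with a preformed 50 nM BAZ2B/50 nM biotinylated H3K14Ac peptide complex in PBS pH 7.4 with Tween-20. Donor and acceptor beads at 10 ug/mL final added, 20 min light-protected before reading.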
PI4K2A inh: PI4K2A (human) kinase inhibition; 420,000 compounds, 0.13% hits; AID 1346378; activity change, negative = inhibition, % at 76.9 µM; purified PI4K2A, ADP-Glo luminescence, 1 h; stronger effect = lower value; Q9BTU6; in the data active = activity change below about -50%; inconclusive = mostly about -30% to -49%;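 note: -100% = wells without enzyme as full effect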
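PI4K2A activity was measured by ADP-Glo luminescence: enzyme (4 ug/mL stock) and phosphatidylinositol (1.2 mM stock) in Tris pH 7.5/MgCl2/EGTA/Triton X-100 buffer were reacted with ATP (300 microM stock) for one hour at ambient temperature.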
G9a inh: G9a (human) methyltransferase inhibition | Q96KQ7 | G9a H3K9 monomethylation, AlphaScreen, 2 h | Potency, µM (highest dose often 102 µM), inactives show at the highest dose activity, negative = inhibition, most hits filed as inhibitors | 350,000 compounds, 8.8% hits; note: potency is the fitted concentration of half-maximal effect; % is set by controls: 0 for no effect and ±100 for the full control effect; nearly all actives have a fitted effect of over 75% in size
Target sequence (Q96KQ7 913-1193 limits assumed): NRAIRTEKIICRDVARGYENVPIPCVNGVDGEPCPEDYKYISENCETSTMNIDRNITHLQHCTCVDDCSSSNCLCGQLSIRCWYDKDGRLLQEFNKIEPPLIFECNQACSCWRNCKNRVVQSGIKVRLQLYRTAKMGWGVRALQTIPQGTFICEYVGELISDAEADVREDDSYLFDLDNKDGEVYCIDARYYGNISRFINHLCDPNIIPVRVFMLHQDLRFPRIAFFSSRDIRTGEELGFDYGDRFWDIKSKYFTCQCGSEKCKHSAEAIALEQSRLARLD
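G9a (20 nM) preincubated 15 min RT with compounds, then 500 nM biotinylated H3K9 peptide and 20 uM SAM added; 2 h RT reaction. Monomethyl-H3K9 product detected by AlphaScreen with anti-H3K9me1 antibody, streptavidin donor and anti-rabbit IgG acceptor beads.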
PGK inhibitor: T. brucei PGK inhibition. P07378. PGK/GAPDH coupled, Kinase-Glo luminescence, 60 min. Potency, µM (doses to about 57.5 µM), for the others: top-dose activity change, negative = inhibition, usual class: inhibitors. 380,000 compounds, 0.043% hits; note: potency is the fitted concentration of half-maximal effect; % is set by controls: 0 for no effect and ±100 for the full control effect; nearly all actives have a fitted effect of over 60% in size
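Recombinant glycosomal PGK reaction used 1,3-bisphosphoglycerate generated in-well by GAPDH (100nM final) in 100mM TEA pH 7.6, 5mM MgCl2, 0.01% Tween-20. After 60 minutes at room temperature, ATP was read by Kinase-Glo Plus luminescence end-point.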
ERG-DNA inh: ERG Ets/DNA interaction inhibition. P11308. fluorescence polarization, His-ERG Ets domain / labelled DNA. Potency, µM (top dose mostly 76.9 µM), without a hit: at the highest dose FP activity, negative = inhibition, actives largely listed as inhibitors. 370,000 compounds, 0.028% hits. AID 624246; active = well fitted inhibition curve with a large enough effect in the polarisation, with a control signal flat; inconclusive = small, poorly fitted or top-dose-only effect, or effect the other way, or a change in a side signal; inactive = no such curve, though single readings can be large or run the other way; the % refers to the polarisation;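 note: polarization taken with two DNA probes labelled with fluorescein and Texas red; potency is the fitted concentration of half-maximal effect; % of control where 0% means no effect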
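His-tagged ERG Ets domain (1 uM in the protein solution; 300mM KCl, 50mM Tris-HCl, 1mM EDTA, 1mM DTT, pH 7.5) received compound, then a probe mix of 5 nM fluorescein-DNA and 100nM Texas-615-DNA. Fluorescence polarization was read for both dyes.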
JMJD2A Tudor inh: blocks the human JMJD2A Tudor domain | O75164 | AlphaScreen JMJD2A-Tudor / H3K4me3 peptide binding | Potency, µM (top dose mostly 114 µM), inactives show at the highest dose activity change, negative = inhibition, usual class: inhibitors | 390,000 compounds, 4.4% hits | AID 504339; note: potency is the fitted concentration of half-maximal effect; % is set by controls: 0 for no effect and ±100 for the full control effect; nearly all actives have a fitted effect of over 50% in size
* marks the source's active call; other numbers are inactive results; i = inactive; ? = inconclusive; . = no result given; & = joins results of further samples; [ ] = remark or other dose. Unless noted, calls come from the whole dose curve; as a rule, active = well fitted curve in the direction sought with a large enough effect; inconclusive = small, poorly fitted or top-dose-only effect, or another doubt; inactive = no such curve, though single readings can be large; an effect the other way counts as inactive or inconclusive. No enrichment for hits. About 11% of those tested had a hit in this group.

No.	SMILES	ERG-DNA inh	JMJD2A Tudor inh	G9a inh	BAZ2B inh	GLS inhibitor
1	Cn1c(=O)c2c(n(Cc3ccccc3)c1=O)NC(=O)C2CC(=O)NCc1cccc(Cl)c1 (stereo not drawn)	11%	2%	-2%	-34%	-3%
2	CC(=O)Nc1cccc(NC(=O)C(=O)NCCc2sc(-c3ccccc3)nc2C)c1	1%	-9%	12%[59 µM]	5%	3%
3	NS(=O)(=O)c1cccc(NC(=O)COC(=O)CC2CC3CCC2C3)c1 (stereo not drawn)	18%	-14%	-10%	-7%	1%
4	Cc1cc(C(=O)NNc2ccc(F)cc2)no1	1%	-3%	28µM*	3%	-7%
5	C=C1CCC[C@]2(C)C[C@H]3OC(=O)C(CNC(CC)CO)[C@H]3CC12 (stereo partly drawn)	5%	-12%	3%[2.33 µM]	9%	-7%
6	CCCOc1cccc(C(=O)NCCNC(=O)c2ccccn2)c1	9%	-1%	12%	1%	-4%
7	Cc1ccc(OC(=O)c2cccnc2)cc1	-3%	-3%	3%[59 µM]	-3%	0%
8	CN(C(=O)c1cccc(NC(=O)Cc2ccc(NC(=O)C3CCCN(C(=O)c4ccccc4)C3)cc2)c1)C1CCC1 (stereo not drawn)	-6%	-16%	.	.	3%
9	COc1ccccc1-n1cc(C(=O)NCC(=O)NCc2ccc(F)cc2)c2ccccc2c1=O	2%	-18%	-4%	-5%	0%
10	CC(C)CNC(=O)c1c(N)n(/N=C/c2ccccn2)c2nc3ccccc3nc12	2%	-21%	-29%[12.7 µM]	2%	-5%
11	CCOC(=O)C1=CN(Cc2ccco2)S(=O)(=O)NC1c1ccc(C(F)(F)F)cc1 (stereo not drawn)	2%	-12%	.	.	-2%
12	COc1cc(OC)c(C(=O)Nc2ccc(C(=O)c3ccccc3)cc2)cc1OC	12%	-30%	-4%	-33%	2%
13	CC(N)(C(=O)O)c1cccc(OCc2cccc(Cl)c2)c1 (stereo not drawn)	-2%	-7%	.	6%	0%
14	O=C(CN1C(=O)NC2(CCCCC2)C1=O)NCc1cccs1	-8%	-7%	-6%[59 µM]	0%	-2%
15	N#CC1(NC(=O)CSc2nc3ccccc3s2)CCCCC1	.	-6%	-6%[12.7 µM]	-2%	13%

No.	PI4K2A inh	Pin1 inhibitor	HP1b chromo inh	PGK inhibitor
1	4	1%	46%[activator]	i
2	-2	-1%	7%[57 µM]	-5%
3	1	-11%	20%	-7%
4	-1	0%	37%[activator]	0%
5	-7	3%	15%	-1%
6	6	4%	14%	-6%
7	-1	0%	34%	3%
8	-3	0%	17%	-12%
9	-3	2%	16%	-4%
10	-1	-5%	42%[activator]	-5%
11	-5	?	34%	3%
12	-5	1%	29%	-2%
13	-4	-11%	74%[activator]	i
14	-1	1%	10%	-3%
15	1	-4%	34%	1%

In the list so far, 5 contain a halogen:
No.	SMILES	ERG-DNA inh	JMJD2A Tudor inh	G9a inh	BAZ2B inh	GLS inhibitor
1	Cn1c(=O)c2c(n(Cc3ccccc3)c1=O)NC(=O)C2CC(=O)NCc1cccc(Cl)c1 (stereo not drawn)	11%	2%	-2%	-34%	-3%
4	Cc1cc(C(=O)NNc2ccc(F)cc2)no1	1%	-3%	28µM*	3%	-7%
9	COc1ccccc1-n1cc(C(=O)NCC(=O)NCc2ccc(F)cc2)c2ccccc2c1=O	2%	-18%	-4%	-5%	0%
11	CCOC(=O)C1=CN(Cc2ccco2)S(=O)(=O)NC1c1ccc(C(F)(F)F)cc1 (stereo not drawn)	2%	-12%	.	.	-2%
13	CC(N)(C(=O)O)c1cccc(OCc2cccc(Cl)c2)c1 (stereo not drawn)	-2%	-7%	.	6%	0%

No.	PI4K2A inh	Pin1 inhibitor	HP1b chromo inh	PGK inhibitor
1	4	1%	46%[activator]	i
4	-1	0%	37%[activator]	0%
9	-3	2%	16%	-4%
11	-5	?	34%	3%
13	-4	-11%	74%[activator]	i

(more compounds)
No.	SMILES	ERG-DNA inh	JMJD2A Tudor inh	G9a inh	BAZ2B inh	GLS inhibitor
16	COc1ccc(CNC(=S)Nc2ccc(Br)cc2)cc1	?	1%	52%[activator]	7%	-13%
17	Cc1cccc(NC(=O)CNC(=O)Cn2ncc(Cl)c(Cl)c2=O)c1C	-2%	45µM*	.	.	2%
18	COC(=O)c1scc2c(Oc3ccccc3)cc(C(F)(F)F)nc12	-9%	-8%	-13%	2%	-23%
19	COc1cccc(N2[C@@H](CC(C)=O)c3ccc(/C=C/C(C)=O)cc3S2(=O)=O)c1	5%	-19%	.	.	3%
20	COc1c(F)c(F)c(C(=O)Nc2c(C)cc(Br)cc2C)c(F)c1F	-7%	-7%	.	7%	-1%
21	N#C/C(=C\c1cccc(Cl)c1)c1n[nH]c(Cn2cncn2)n1	5%	5%	15%[59 µM]	-8%	13%
22	CN1/C(=N\O)c2cccc3cccc1c23	-13%	17%	32µM*	4%	10%
23	COCCNC(=O)Cn1nc(-c2ccccc2C)ccc1=O	-3%	-12%	10%[0.501 µM]	6%	-1%
24	CCN(CCCNC(=O)c1ccc(Sc2ccc(Cl)cc2)c(NC(C)=O)c1)c1ccccc1	4%	?	?	-38%	25%
25	OCC1(Cc2ccccc2)CCCN(Cc2c[nH]c3ccccc23)C1 (stereo not drawn)	-10%	-14%	.	-13%	-2%
26	COc1ccc(C2N(c3cc(Cl)ccc3OC)C(=O)C3CCCN32)c(OC)c1 (stereo not drawn)	-1%	-15%	?	-6%	6%
27	Cc1cc(C)nc(SCC(=O)N2CCCCC2)n1	15%	-5%	-8%[59 µM]	13%	13%
28	Cn1nnnc1SCC(=O)NCc1ccc2c(c1)OCO2	11%	7%	-6%	-5%	-1%
29	CC(=O)c1cc(CN2CCN(C(C)C)C(CCO)C2)cs1 (stereo not drawn)	-4%	-12%	-2%	0%	12%
30	CC1Sc2ccc(C(=O)NCc3cccc(C(F)(F)F)c3)cc2NC1=O (stereo not drawn)	7%	-14%	22%[2.33 µM]	11%	0%

No.	PI4K2A inh	Pin1 inhibitor	HP1b chromo inh	PGK inhibitor
16	0	10%	48%[activator]	-4%
17	-11	?	71µM*	-22%
18	0	4%	12%	i
19	-5	1%	24%	-10%
20	0	0%	46%[activator]	i
21	-8	-2%	33%	14%
22	8	-8%	-13%	-5%
23	-3	-2%	22%	i
24	1	13%	0%	-8%
25	4	2%	39%[activator]	-4%
26	-5	3%	38%	-9%
27	0	-7%	17%	-5%
28	-1	15%	49%[activator]	-7%
29	-1	3%	16%	-11%
30	-4	3%	31%	0%

(more compounds)
No.	SMILES	ERG-DNA inh	JMJD2A Tudor inh	G9a inh	BAZ2B inh	GLS inhibitor
31	Nc1nc(N(Cc2ccccc2)Cc2ccccc2)nc(C(F)(F)F)n1	0%	3%	?	-3%	-1%
32	CCOc1ccc(NC(=O)NCCN2CCN(c3ccccc3F)CC2)cc1	8%&-1%	-23%&-17%	2%	-22%&-12%	-6%&5%
33	CCN(C(=O)c1cc2c(=O)oc3ccccc3c2s1)c1ccc(C)c(C)c1	2%	-5%	7%[59 µM]	-7%	-2%
34	CC(NC(=O)C(=O)NN=C1CCCC1)c1ccccc1 (stereo not drawn)	-1%	?	-45%	-23%	-4%
35	CCn1ccnc1CN(C)Cc1cn(-c2cc(C)ccc2C)nc1-c1ccccc1	-6%	?	50µM*	?	11%
36	O=C(Nc1ccccc1)C1CCN(C(=O)c2ccc(Br)cc2)CC1	4%	1%	-4%	-21%	-2%
37	Cc1ccc(S(=O)(=O)NCC(=O)OCC(=O)N(CCC#N)c2ccccc2)cc1	5%	-14%	.	.	3%
38	CCOc1ccc2ncc(S(=O)(=O)c3ccccc3)c(N3CCN(c4ccccc4)CC3)c2c1	-10%	?	.	.	2%
39	CN(CC(=O)Nc1cccc(C#N)c1)S(=O)(=O)c1cc2c(cc1Cl)NC(=O)CO2	-5%	-22%	10%[59 µM]	-5%	6%
40	CC1(C)NC(=O)N(CC(=O)OCC(=O)c2ccc(Cl)s2)C1=O	0%	-10%	.	.	-14%
41	CCCC(=O)N1CCN(c2ccc(NC(=O)C(C)(C)C)cc2)CC1	-1%	-11%	-12%	2%	38%[activator]

No.	PI4K2A inh	Pin1 inhibitor	HP1b chromo inh	PGK inhibitor
31	3	-6%	22%	-3%
32	3&5	?	23%&1%	-2%
33	-2	?	31%	8%
34	-2	-3%	34%	-8%
35	2	-2%	-19%	10%
36	4	-8%	21%	3%
37	7	-12%	31%	-8%
38	-3	-1%	-15%	1%
39	1	4%	32%[activator]	i
40	4	-2%	8%[57 µM]	-5%
41	3	6%	19%	-1%
